TLR4 MyD88 comp: blocks binding of human TLR4 to MyD88; AID 861; 0.18% of 200,000 active; inhibition, % at 8.4 µM; O00206+Q99836; HeLa CL3-4 TLR4/MyD88 BLA complementation, FRET ratio; in the data active = inhibition above about 25%;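 also: 0% = vehicle and 100% = reference inhibitor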
Target sequence (O00206 whole entry, looked up): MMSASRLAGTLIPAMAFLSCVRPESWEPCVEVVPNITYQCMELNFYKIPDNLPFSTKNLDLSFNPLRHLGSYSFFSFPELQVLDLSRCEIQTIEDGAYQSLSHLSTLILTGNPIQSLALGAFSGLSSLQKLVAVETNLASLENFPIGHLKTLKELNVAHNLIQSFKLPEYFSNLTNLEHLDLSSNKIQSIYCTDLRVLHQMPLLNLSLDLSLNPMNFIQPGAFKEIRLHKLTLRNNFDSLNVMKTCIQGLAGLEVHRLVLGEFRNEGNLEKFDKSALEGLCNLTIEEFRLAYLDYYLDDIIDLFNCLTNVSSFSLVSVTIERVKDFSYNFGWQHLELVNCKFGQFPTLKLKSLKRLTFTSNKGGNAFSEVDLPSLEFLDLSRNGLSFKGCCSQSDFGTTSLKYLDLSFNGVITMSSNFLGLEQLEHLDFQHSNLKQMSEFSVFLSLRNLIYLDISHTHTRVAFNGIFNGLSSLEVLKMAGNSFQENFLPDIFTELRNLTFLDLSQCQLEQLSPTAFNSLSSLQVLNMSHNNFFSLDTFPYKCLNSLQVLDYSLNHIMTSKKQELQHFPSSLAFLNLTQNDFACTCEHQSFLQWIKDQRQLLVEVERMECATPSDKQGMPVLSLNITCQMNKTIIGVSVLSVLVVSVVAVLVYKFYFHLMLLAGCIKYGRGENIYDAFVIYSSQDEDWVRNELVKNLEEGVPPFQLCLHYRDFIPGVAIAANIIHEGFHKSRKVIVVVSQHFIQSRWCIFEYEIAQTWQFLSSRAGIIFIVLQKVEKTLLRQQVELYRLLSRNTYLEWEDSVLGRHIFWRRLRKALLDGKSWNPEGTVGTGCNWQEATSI
Target sequence (Q99836 whole entry, looked up): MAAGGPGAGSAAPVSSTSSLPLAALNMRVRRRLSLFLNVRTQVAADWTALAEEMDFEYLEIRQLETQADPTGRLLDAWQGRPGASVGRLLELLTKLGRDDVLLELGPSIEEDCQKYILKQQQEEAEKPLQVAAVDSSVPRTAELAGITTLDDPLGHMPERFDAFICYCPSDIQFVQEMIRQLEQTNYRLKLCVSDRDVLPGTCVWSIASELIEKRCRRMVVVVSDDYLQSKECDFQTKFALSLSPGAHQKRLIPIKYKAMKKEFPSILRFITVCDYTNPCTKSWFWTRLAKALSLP
S1P3 antagonist: blocks the human S1P3 receptor. Q99500. CHO S1P3 NFAT-BLA reporter, FRET fluorescence, antagonist mode. inhibition, % at 4.98 µM. 0.27% of 170,000 active. AID 485;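 active = inhibition above the plate cutoff, the mean inhibition of test wells on that plate plus 3 SD, cut at about 28% in these data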;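 also: cells challenged with S1P at its EC80 of 0.8 µM; blue over green emission ratio from cleaved BLA substrate after 4 h stimulation; 0% = S1P-stimulated wells and 100% = unstimulated DMSO-only wells; some compounds past the cut are filed as inactive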
PMI act satM6P: increases human PMI activity with near-saturating mannose 6-phosphate. P34949. coupled PMI enzyme assay, resazurin fluorescence, 20 min; stronger effect = higher value; 1 = untreated enzyme, 0 = substrate-free blank. activation factor at 20 µM. 0.34% of 190,000 active;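 active = activation factor of 2 or more at 20 µM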
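Test system – human PMI in coupled enzyme assay · Timing – 20 min incubation at room temperature · Detection – Diaphorase-driven resazurin-to-resorufin fluorescence, excitation 544, emission 590 nm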
RAM network inh: yeast RAM network inhibition; inhibition, % at 50 µM; 1.8% of 190,000 active; S. cerevisiae dse1pr::URA3 reporter, 5-FOA growth OD615, 2 d; analog-sensitive cbk1-as2 kinase mutant strain; AID 868;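 active = inhibition above a set limit, 3 SD over mean compound inhibition, cut at about 8.4% in these data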;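 also: 0% = DMSO-only wells with no growth and 100% = 10 µM 1-NA-PP1 full growth; inhibition rescues growth on 5-FOA so higher OD means more RAM inhibition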
L major viab: Leishmania major promastigote growth inhibition; inhibition, % at 10 µM; 9% of 200,000 active; AID 1063; Leishmania major promastigotes, resazurin fluorescence viability;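 also: promastigotes grown with compound for 44 hours at 28 °C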
Redox H2O2 prof: compounds producing H2O2 with reducing agent – biochemical, NIH compound library profiling, artefact control for MLSCN library redox annotation, primary screen | DTT-dependent redox cycling H2O2, phenol red/HRP absorbance; 100% = 100 µM peroxide control, 0% = buffer | activation, % at 10 µM | 0.03% of 200,000 active;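 active = activation of at least 50% relative to the plate's high and low controls in the primary single-dose screen; inactive = activation below 50%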;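 also: compound incubated with DTT at 0.8 mM final as the reducing agent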
Diaph inh CS: counter-screen for diaphorase-based assays: diaphorase inhibitors and chemical oxidizers; inhibition, % at 20 µM; diaphorase resazurin-to-resorufin fluorescence, NADH, 16 min; bacterial (C. kluyveri) enzyme, not human; 0.69% of 190,000 active;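 active = primary screen inhibition at 20 µM above a set limit, cut at about 50% in these data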;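 also: plate controls were DMSO with full reaction for no effect and wells lacking NADH for full effect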
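System: Bacterial diaphorase enzyme (C. kluyveri) | Incubation: 16-min room-temperature incubation before reading | Benchmarks: No-NADH positive control and DMSO neutral control | Measured by: Resorufin fluorescence 544/590 nm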
Diaph act CS: activates diaphorase or chemically reduces, flagging diaphorase assay artifacts; Diaphorase/resazurin coupled assay, resorufin fluorescence, 16 min; stronger effect = higher value; 1 = vehicle wells, 0 = NADH-free wells; activation factor at 20 µM; 0.005% of 190,000 active;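 active = diaphorase activity raised at least twofold by the compound at 20 µM; inactive = activation factor below 2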
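Measured by – red resorufin fluorescence at 544/590 nm excitation/emission · Test system – Clostridium kluyveri diaphorase, purified enzyme · Incubation – reaction time 16 min, room temperature · Buffer or medium – 50 mM HEPES pH 7.4 with 4.542 mM MgCl2, 0.005% Tween 20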
G6PDH CS: counter-screen for G6PDH assay hits: L. mesenteroides G6PDH inhibition; Purified L. mesenteroides G6PDH, diaphorase/resazurin coupled fluorescence, 45 min; 0.12% of 200,000 active; AID 1020; inhibition, % at 5 µM
Hsp70 act: Hsp70 transcriptional activation, primary screen | HeLa Hsp70 promoter luciferase reporter, luminescence; scaled: vehicle 0, proteasome-inhibitor control 100% | activation, % at 10 µM | 0.04% of 200,000 active;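 active = activation above the mean across all tested compounds plus 3 SD, cutoff set per campaign, cut at about 5.5% in these data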;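 also: 100% = MG132 at 30 µM as the positive control and 0% = DMSO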
PMI activator: activators of human phosphomannose isomerase | 0.005% of 190,000 active | P34949 | AID 1214 | purified human PMI, coupled resazurin fluorescence, 20 min; stronger effect = higher value; 1 = vehicle control, 0 substrate-free wells | activation factor at 20 µM;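 active = activation factor of 2 or more at 20 µM, relative to plate controls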
The depositor's hits bear a star; . = no result given. Rule as the data show it, unless noted: active = inhibition above about 50%; inactive = the rest.

SMILES,S1P3 antagonist,G6PDH CS,TLR4 MyD88 comp,PMI activator,RAM network inh,PMI act satM6P,Diaph inh CS,L major viab,Diaph act CS,Hsp70 act,Redox H2O2 prof
CCCCC(=O)Nc1ccc(NC(=S)NC(=O)CCCCl)cc1OC,10,-2,-9,0.8,0.7,1,18,-6,0.8,-0.4,0.0
COc1ccccc1-n1c(SCC(=O)N2CCCCC2)nc2cccnc21,4,0,-9,0.8,1.1,0.9,19,1,0.8,0.0,-9.7
Cn1/c(=N/NC(=O)c2ccccc2F)sc2ccccc21,-8,3,6,1,0.1,1,3,-8,1,0.1,-0.5
COc1ccc(C(=O)c2c(O)cc(-c3ccc(OC)cc3)oc2=O)cc1,0,3,-14,1.1,1.0,1,5,-4,1,-0.1,-0.6
Cc1c(N=C2NC(=O)C(CC(=O)Nc3ccc(Cl)cc3)S2)c(=O)n(-c2ccccc2)n1C (stereo not drawn),0,5,6,0.9,1.4,1,2,-7,1,-0.5,2.7
COc1cccc(C2CC(C(F)(F)F)n3ncc(C(=O)NCC4CCCO4)c3N2)c1 (stereo not drawn),2,1,5,1,0.5,1,11,-3,0.9,-0.1,1.0
O=C(COc1ccc2ccccc2c1)NN1C(=O)c2ccccc2C1=O,3,-4,6,1,1.9,1,21,47,0.8,0.0,0.3
COCCNC(=O)CSc1cc(=O)n(C)c2cc(Cl)ccc12,4,5,-3,1.1,0.7,1.1,-8,3,1.1,-0.3,-0.2
O=C1c2ccccc2NC(c2cn[nH]c2-c2ccc(Cl)cc2)N1O (stereo not drawn),-8,10,-4,1.7,1.6,2.2*,13,-9,0.9,-0.3,-0.1
Cc1ccc(/C=C(\C#N)C(=O)Nc2cccc3ncccc23)o1,-4,2,-5,1.3,1.6,0.9,32,55*,0.7,-0.3,.
CCOC(=O)c1sc(NC(=O)Nc2ccccc2Cl)cc1C,2,16,-4,0.8,6.0,0.8,11,80*,0.9,-0.4,-0.2
Cc1ccsc1/C=N/NC(=O)c1ccc([N+](=O)[O-])cc1,-10,4,-3,1.1,0.8,1,-2,4,1,-0.2,-2.5
O=C(CC(Nc1ccccc1)C(=O)O)c1ccccc1 (stereo not drawn),.,0,.,1,3.1,0.9,8,.,0.9,.,.
Cn1c(N)c(C(=O)c2ccccc2)c(=O)n(C)c1=O,.,6,3,1.1,0.0,1.1,5,5,1,0.0,-1.5
CCN1CCN(C(=S)Nc2cccc([N+](=O)[O-])c2)CC1,0,17,-9,1,-0.8,1.1,-4,-5,1,-0.2,0.1

More entries:
SMILES,S1P3 antagonist,G6PDH CS,TLR4 MyD88 comp,PMI activator,RAM network inh,PMI act satM6P,Diaph inh CS,L major viab,Diaph act CS,Hsp70 act,Redox H2O2 prof
CCCCOCCCNCC(=O)Nc1ccc(S(N)(=O)=O)cc1,-32,0,5,1,-1.2,1,0,12,1,-0.1,-1.3
Cc1ccc(NC(=S)NCCN2CCOCC2)cc1,.,0,8,1,2.1,1,7,2,0.9,-0.3,24
Cc1ccc(NC(=O)CCc2c(C)nc3ncnn3c2C)cc1,6,2,5,1.1,2.6,1.1,3,-6,1,-0.6,2.3
C[N+]1(C2CCC3CCC2C3O)CCCC1 (stereo not drawn),-14,11,7,0.8,1.5,1,7,-10,0.9,0.1,-0.1
Cn1nc(-c2ccccc2)c(C(=O)NC(C(=O)O)c2ccccc2)c1Cl (stereo not drawn),-13,2,-10,1.1,2.2,1.1,-4,3,1,0.2,0.8
O=C(CSc1nc2ccccc2n1CCc1ccccc1)N1CCOCC1,-16,-10,-9,1.1,0.1,1.1,12,-4,0.9,-0.2,0.3
O=C1COc2ccc(C(=O)COC(=O)Cc3ccccc3F)cc2N1,-3,1,3,1.1,1.0,1,0,1,1,0.4,-1.1
Cc1ccc2oc(=O)cc(CN3CCC(C)CC3)c2c1,-13,10,8,1.1,2.7,1,15,8,0.8,-0.2,-0.4
O=C(C1CCN(Cc2cc(Cl)ccc2O)CC1)N1CCN(Cc2ccccc2)CC1,-3,-30,0,0.9,0.9,1,15,100*,0.8,0.3,2.2
O=S(=O)(Cc1cc(Oc2ccccc2)nc(-c2ccccc2)n1)c1ccccc1,.,0,-6,1,4.6,1,-1,6,1,-0.4,3.2
O=C(C1=C(O)C(=O)N(Cc2cccnc2)C1c1ccccn1)c1cccs1 (stereo not drawn),-22,14,-4,1.2,-0.4,1,7,-6,0.9,-0.2,-0.7
O=C(Nc1ccc2oc(-c3ccncc3)nc2c1)c1ccccc1,-9,-4,-2,1,2.5,1,3,-1,1,0.0,-0.2
CCCCNC(=O)C1C2C=CC3(CN(Cc4ccccc4Cl)C(=O)C13)O2 (stereo not drawn),.,2,0,1,1.6,1,14,-5,0.9,0.0,-0.1
CCCn1c(=NC(=O)c2ccco2)c(C(=O)OCC)cc2c(=O)n3ccccc3nc21,-14,2,7,0.9,0.8,1,7,40,0.9,-0.3,2.5
CCc1cc2c(=O)[nH]cnc2s1,-6,2,-1,0.9,0.7,0.9,6,-3,0.9,-0.3,-0.4

Of the compounds above, these have a furan ring, fused or not.
SMILES,S1P3 antagonist,G6PDH CS,TLR4 MyD88 comp,PMI activator,RAM network inh,PMI act satM6P,Diaph inh CS,L major viab,Diaph act CS,Hsp70 act,Redox H2O2 prof
Cc1ccc(/C=C(\C#N)C(=O)Nc2cccc3ncccc23)o1,-4,2,-5,1.3,1.6,0.9,32,55*,0.7,-0.3,.
CCCn1c(=NC(=O)c2ccco2)c(C(=O)OCC)cc2c(=O)n3ccccc3nc21,-14,2,7,0.9,0.8,1,7,40,0.9,-0.3,2.5

(list continues)
SMILES,S1P3 antagonist,G6PDH CS,TLR4 MyD88 comp,PMI activator,RAM network inh,PMI act satM6P,Diaph inh CS,L major viab,Diaph act CS,Hsp70 act,Redox H2O2 prof
Nc1nc2n(n1)C(=O)CC(c1ccccc1[N+](=O)[O-])N2 (stereo not drawn),-37,-5,-17,1,1.4,0.9,7,-6,0.9,-0.1,0.1
Cc1cc(C)n(CC(=O)N/N=C/c2ccco2)n1,.,2,-2,1.1,1.1,1,-9,-4,1.1,0.5,0.5
C=CCNC(=O)C12CCC(C)(C(=O)C1Br)C2(C)C (stereo not drawn),4,2,5,1,0.5,1,8,-6,0.9,-0.1,0.0
COc1cccc(-c2csc(NC(=O)C3CC3)n2)c1,1,0,6,0.9,0.3,0.9,17,1,0.8,-0.2,-0.9
CNC(=O)N(O)C1N(c2ccccc2)C(=S)SC1(C)C (stereo not drawn),2,2,-3,0.9,2.8,1,6,-4,0.9,-0.3,-0.5
O=c1cc(-c2ccccc2Cl)c2c([nH]1)CCC2,-2,6,-3,0.8,-0.5,0.5,30,27,0.7,-0.2,-1.2
CC1(C)S[C@@H]2[C@H](NC(=O)Cc3ccccc3)C(=O)N2[C@H]1C(=O)O,-6,4,0,1.1,-0.4,1.1,-1,-6,1,-0.3,-0.4
CCOC(=O)c1c(/N=C/N(C)C)sc(/C=N/Nc2ccccc2)c1-c1ccccc1,-5,1,12,1.5,6.2,1.5,14,95*,0.9,-0.2,3.0
Cc1ccc(S(=O)(=O)N(C)C)cc1NC(=O)COC(=O)/C(=C/c1ccc(F)cc1)c1cccs1,-15,-3,10,1,1.6,1,21,43,0.8,0.2,-0.1
CS(=O)(=O)c1cnc2c(-c3ccc(F)cc3)cnn2c1N,.,2,-2,1,2.2,1,3,-12,1,0.7,-5.4
CCCCSc1nc(C)c(CC(=O)OC)c(=O)[nH]1,-8,9,-6,1.1,0.6,1.2,-4,-9,1,0.0,0.5
Clc1ccc(-c2cn3nc4c(nc3n2)CCCC4)cc1,.,4,10,1.5,1.0,1.9,23,0,0.8,0.0,0.7
CS(=O)(=O)N(CCc1ccccc1)CC(=O)N1CCN(c2ccc(F)cc2)CC1,.,4,-1,1,-1.1,1,10,13,0.9,1.0,0.4
CCCCC(=O)Nc1ccc(C(=O)Nc2ccc(S(=O)(=O)Nc3ccc(C)cc3)cc2)cc1,-10,-18,8,0.9,4.2,0.9,6,-1,0.9,-0.5,-0.1
CCOC(=O)C1(Cc2cccc(F)c2)CCN(C2CCOCC2)CC1,-7,15,4,1,4.5,1,5,47,0.9,-0.1,-1.2

(next part)
SMILES,S1P3 antagonist,G6PDH CS,TLR4 MyD88 comp,PMI activator,RAM network inh,PMI act satM6P,Diaph inh CS,L major viab,Diaph act CS,Hsp70 act,Redox H2O2 prof
COc1cccc(-c2nnc(NC(=O)c3ccc(S(=O)(=O)N4CC(C)OC(C)C4)cc3)o2)c1 (stereo not drawn),7,6,5,1,7.4,1,16,99*,0.8,0.2,0.1
CN(Cc1ccco1)C(=O)C1CCC(=O)N1Cc1ccc(F)cc1 (stereo not drawn),-9,0,-2,1,1.4,1,8,-3,0.9,0.2,2.0
CCOC(=O)C[N+](C)(C)CCOC1CC2CCC1(C)C2(C)C (stereo not drawn),-3,10,2,1,0.8,1,6,-6,0.9,-0.5,-0.2
Cc1ccccc1NC(=O)CSc1n[nH]c(-c2ccco2)n1,-2,12,-5,0.9,1.4,0.9,17,-3,0.8,-0.2,-1.1
CCOc1cc(C(=O)Nc2cc(C)on2)cc(OCC)c1OCC,22,0,14,0.9,-0.4,0.9,1,-3,1,-0.2,2.1
Cn1c(=O)c2c(nc(CN3CCN(c4ccccc4)CC3)n2CCc2ccccc2)n(C)c1=O,-40,.,1,.,.,.,.,15,.,-0.2,3.0
CC(C)Oc1ccc(-c2cc(C(=O)NCCN3CCOCC3)c3ccccc3n2)cc1,.,1,-6,0.9,1.6,1,5,-8,1,-0.1,2.3
CC(=C/c1ccc(C(C)C)cc1)/C=N/NC(=O)CSc1ccccn1,-5,0,-5,0.7,4.2,0.8,29,2,0.7,-0.2,0.6
Cn1cnnc1SC1CCCCC1NS(=O)(=O)c1ccccc1 (stereo not drawn),.,15,6,1,1.6,0.9,14,-4,0.9,-0.4,-3.8
CCCc1cc2c(=O)c(-c3ccc4c(c3)OCCO4)coc2cc1OS(C)(=O)=O,14,8,4,0.8,5.3,0.9,16,76*,0.8,-0.4,-0.2
COC(=O)c1nc2ccccc2s1,.,3,11,1,0.9,1,5,-9,0.9,-0.2,0.5
Cn1cc(/C=C/c2nc3ccccc3c(=O)n2-c2cccc([N+](=O)[O-])c2)c2ccccc21,-16,3,-7,0.9,7.4,0.9,11,64*,0.9,0.0,0.1
COc1cccc(-c2noc(CCC(=O)Nc3cccnc3)n2)c1,20,0,7,0.9,1.1,0.9,9,3,0.9,0.2,0.5

Assay outcomes as filed in PubChem BioAssay.
